APP transl inh – APP translation inhibition. SH-SY5Y APP 5'UTR-luciferase reporter, luminescence. inhibition, % at 2 µM. actives 0.82% (n = 190,000);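 active means inhibition above a set limit, derived from the sample mean plus 3 SD, cut at about 45% in these data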; further: values of inactives mirror those of a sister screen read the other way
STAT1 inh – inhibitors of IFN-gamma induced STAT1 signaling. inhibition, % at 5.5 µM. actives 0.35% (n = 200,000). NIH 3T3 STAT1-luciferase reporter, luminescence. AID 920;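 active means inhibition above a set limit, the mean inhibition across all tested compounds plus 3 SD, cut at about 34% in these data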;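 further: 0% = IFN-gamma with DMSO and 100% = IFN-gamma with 300 µM nifuroxazide; values of inactives mirror those of a sister screen read the other way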
Diaph act CS – counter-screen for diaphorase-based assays: diaphorase activators and chemical reducers. Diaphorase/resazurin coupled assay, resorufin fluorescence, 16 min; active compounds read high; 1 = vehicle wells, 0 = NADH-free wells. activation factor at 20 µM. actives 0.005% (n = 190,000). AID 1229;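 active means diaphorase activity raised at least twofold by the compound at 20 µM; inactive means activation factor below 2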
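Test system: Clostridium kluyveri diaphorase, purified enzyme. Buffer or medium: 50 mM HEPES pH 7.4 buffer plus MgCl2 and Tween 20. Also added: 0.114 mM NADH and 0.1 mM resazurin, final amounts. Dosing: compound 20 µM once, DMSO 1%. Schedule: 16 min enzyme reaction, ambient temperature. Detection: fluorescence of resorufin, 544 nm excitation, 590 nm emission.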
STAT3 inh – reduces IL-6 driven STAT3 reporter signal. inhibition, % at 5.5 µM. actives 0.89% (n = 190,000). AID 862. U3A cells, IL-6 STAT3-luciferase reporter, luminescence; host cell line lacks STAT1;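 active means inhibition above the mean inhibition across all screened compounds plus 3 SD, cut at about 44% in these data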;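 further: 0% = DMSO only wells and 100% = 100 µM nifuroxazide control wells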
STAT1 activator – activators of IFN-gamma induced STAT1 signaling | NIH 3T3 STAT1-luciferase reporter, luminescence; 100% = IFN-gamma alone, no compound | activation (% of control), % at 5.5 µM | actives 2.6% (n = 200,000) | AID 932;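 active means activation above the screen-wide mean activation plus 3 SD, cut at about 130% in these data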;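 further: raw ratio to IFN-gamma control signal so 100% means no change and 0% no light; values of inactives mirror those of a sister screen read the other way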
Diaphorase inh – counter-screen for diaphorase-based assays: diaphorase inhibitors and chemical oxidizers. inhibition, % at 20 µM. actives 0.69% (n = 190,000). diaphorase resazurin-to-resorufin fluorescence, NADH, 16 min; bacterial (C. kluyveri) enzyme, not human. AID 1217;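 active means primary screen inhibition at 20 µM above a set limit, cut at about 50% in these data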;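 further: plate controls were DMSO with full reaction for no effect and wells lacking NADH for full effect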
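controls = No-NADH positive control and DMSO neutral control | system = Clostridium kluyveri diaphorase enzyme | timing = reaction incubation of 16 min at room temperature | signal = resorufin fluorescence 544/590 nm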
TLR4-MyD88 BLA – inhibitors of human TLR4-MyD88 binding. inhibition, % at 8.4 µM. HeLa CL3-4 TLR4/MyD88 BLA complementation, FRET ratio. actives 0.18% (n = 200,000); in the data active means inhibition above about 25%;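 further: 0% = vehicle and 100% = reference inhibitor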
Target sequence (O00206 whole entry, looked up): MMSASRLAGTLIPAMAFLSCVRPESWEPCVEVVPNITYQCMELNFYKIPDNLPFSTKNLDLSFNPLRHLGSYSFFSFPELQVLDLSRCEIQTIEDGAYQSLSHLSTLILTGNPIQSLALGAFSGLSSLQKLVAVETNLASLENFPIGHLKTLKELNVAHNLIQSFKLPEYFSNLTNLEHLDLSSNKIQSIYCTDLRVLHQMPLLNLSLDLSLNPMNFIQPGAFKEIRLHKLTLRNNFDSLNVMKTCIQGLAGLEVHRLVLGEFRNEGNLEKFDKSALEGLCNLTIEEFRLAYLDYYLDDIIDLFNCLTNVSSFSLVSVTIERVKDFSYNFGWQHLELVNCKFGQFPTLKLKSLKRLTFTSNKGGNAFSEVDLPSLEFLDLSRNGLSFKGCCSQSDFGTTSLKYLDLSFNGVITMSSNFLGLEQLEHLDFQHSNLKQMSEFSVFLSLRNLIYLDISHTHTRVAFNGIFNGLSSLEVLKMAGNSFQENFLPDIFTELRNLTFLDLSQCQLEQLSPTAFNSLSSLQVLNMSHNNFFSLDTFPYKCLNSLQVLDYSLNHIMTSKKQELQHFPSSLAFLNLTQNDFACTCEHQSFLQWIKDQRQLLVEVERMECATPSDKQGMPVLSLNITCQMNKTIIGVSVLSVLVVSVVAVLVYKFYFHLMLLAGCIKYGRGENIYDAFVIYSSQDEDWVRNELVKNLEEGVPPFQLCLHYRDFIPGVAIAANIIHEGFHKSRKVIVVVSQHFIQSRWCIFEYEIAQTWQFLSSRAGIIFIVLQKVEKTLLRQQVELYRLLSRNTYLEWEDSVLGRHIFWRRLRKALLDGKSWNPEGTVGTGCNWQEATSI
Target sequence (Q99836 whole entry, looked up): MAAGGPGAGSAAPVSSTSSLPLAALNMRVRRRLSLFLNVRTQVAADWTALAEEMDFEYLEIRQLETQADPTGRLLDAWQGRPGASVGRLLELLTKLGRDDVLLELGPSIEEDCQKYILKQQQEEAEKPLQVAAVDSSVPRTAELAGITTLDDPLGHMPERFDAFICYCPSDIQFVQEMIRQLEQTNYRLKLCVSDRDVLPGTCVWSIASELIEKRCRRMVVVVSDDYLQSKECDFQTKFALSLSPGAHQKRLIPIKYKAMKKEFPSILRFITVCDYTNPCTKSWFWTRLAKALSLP
STAT3 act – STAT3 signaling activation. U3A cells, IL-6 STAT3-luciferase reporter, luminescence; 100% = signal with IL-6 EC80 alone. activation (% of control), % at 5.6 µM. actives 0.91% (n = 190,000);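 active means activation above the screen-wide mean of compound activation plus 3 SD, cut at about 130% in these data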;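 further: 0% = background luminescence of wells with medium and substrate only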
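Material: human STAT1-deficient U3A cells with stable STAT3-luciferase reporter / Probe or stimulus: IL-6 stimulus at 33 ng/mL final / Schedule: 1 h compound pre-exposure, 6 h IL-6 stimulation, 37 °C / Technique: luminescence / Read-out basis: percent of IL-6-only median luminescence / Control set: IL-6-only high control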
Hsp70 act – switches on Hsp70 transcription | activation, % at 10 µM | HeLa Hsp70 promoter luciferase reporter, luminescence; scaled: vehicle 0, proteasome-inhibitor control 100% | actives 0.04% (n = 200,000);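 active means activation above the mean across all tested compounds plus 3 SD, cutoff set per campaign, cut at about 5.5% in these data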;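 further: 100% = MG132 at 30 µM as the positive control and 0% = DMSO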
G6PDH CS – counter-screen for G6PDH assay hits: L. mesenteroides G6PDH inhibition. Purified L. mesenteroides G6PDH, diaphorase/resazurin coupled fluorescence, 45 min. actives 0.12% (n = 200,000). inhibition, % at 5 µM; in the data active means inhibition above about 50%
* = called active by the depositor; / = no result given.

canonical_smiles	STAT1 inh	TLR4-MyD88 BLA	Diaph act CS	STAT3 act	Hsp70 act	APP transl inh	STAT1 activator	STAT3 inh	Diaphorase inh	G6PDH CS
CCN1CCCn2c1nc1c2c(=O)n(C)c(=O)n1C	3	1	0.9	107	-0.1	10	97	-8	6	9
CCCCN1C(=O)C2NN=C(C(=O)OCC)C2C1=O (configuration not stated)	1	-4	1.1	107	0.3	-13	99	-3	-8	4
CCCC(=O)Nc1c(-c2cccs2)c(=O)c2ccccc2n1CC	5	-9	0.9	105	-0.1	4	95	-1	13	8
CC(=O)Nc1c(Cl)n(C(C)=O)c2ccccc12	10	9	0.9	175*	0.4	-12	91	-91	10	6
COc1cccc(CC(=O)n2nc(N)c3cc4ccc(OC)cc4nc32)c1	1	-11	0.9	68	-0.2	13	99	46*	11	14
CCCn1c(SCC(=O)Nc2cccc(NC(C)=O)c2)nnc1C(C)C	-9	-9	0.9	103	0.4	5	108	6	14	3
CCn1cc(CNC(=O)c2cccc([N+](=O)[O-])c2)c(C)n1	10	-19	1	87	0.3	-4	91	16	0	-2
Cn1c(SCc2ccccc2)nnc1C1CCCNC1 (configuration not stated)	6	-11	0.9	106	-0.2	3	94	-2	10	-3
CC(C)(C)NC(=O)CCSc1nnc(-c2ccco2)o1	0	8	1	97	-0.2	0	100	11	0	7
CCn1nnc(NC(=O)c2ccc([N+](=O)[O-])o2)n1	-12	17	1.1	100	0.2	-5	109	4	-11	16
Cc1ccc(NC(=O)C(=O)NCc2ccncc2)cc1	-3	-9	0.9	88	0.2	-7	102	24	7	9
Nn1c(SCc2cn3cc(Cl)ccc3n2)nnc1-c1ccncc1	7	-6	1	109	0.2	-11	92	-2	1	0
CCc1c(O)nc(SCC(=O)Nc2ccccc2)n(-c2ccccc2)c1=O	5	3	0.8	91	-0.1	0	96	15	19	2
Cc1cnc(C)c(N2CCC(C(=O)NC(C)c3cccs3)CC2)n1 (configuration not stated)	2	-1	0.9	106	-0.8	-14	98	-4	9	7
CCn1c2ccccc2c2cc(NC(=O)COC(=O)c3ccccc3F)ccc21	1	-9	0.9	94	-0.3	3	99	7	14	0
CCCN(CCC)C(=O)c1c(NC(=O)CC)sc2c1CCCCC2	0	5	0.9	105	-0.1	20	90	-3	11	15
C=CCn1c(SCC(=O)OCC)nc2cc(C(=O)NCc3ccco3)ccc2c1=O	-10	7	0.9	89	-0.3	6	109	11	15	2
CC(C)(C)N(Cc1cc2ccccc2[nH]c1=O)C(=O)C1CCCCC1	2	-7	0.9	107	-0.3	9	98	-4	15	2
CCOc1ccccc1NC(=O)c1cc(C(=O)c2cc(Br)ccc2O)coc1=N	5	7	0.9	91	-0.1	2	95	12	14	4
O=C(Nc1ccc(-c2nc3cc(NC(=O)c4cccs4)ccc3o2)cc1)c1cccs1	-4	2	1.2	104	0.0	-10	103	0	-17	5
COc1ccc(NC(=O)CCc2nc(-c3ccc(C)cc3)no2)cc1Cl	-5	-2	0.9	105	0.2	-9	104	-4	10	0
C=CCNC(=O)CSc1nnc(-c2ccccc2Cl)n1-c1c(C)n(C)n(-c2ccccc2)c1=O	13	-15	0.9	96	-0.1	8	88	3	13	-2
CCn1c(=O)c2cc(C(=O)N3CCN(C(=O)c4ccco4)CC3)sc2c2ccccc21	2	-12	0.7	/	0.0	-6	97	/	32	6
O=C(NCc1cccnc1)C1CC(=O)N(c2ccc(F)cc2)C1 (configuration not stated)	7	-17	0.8	97	0.0	-8	93	6	19	9
Cc1ccc(-c2nc(NCc3cccnc3)c3ccccc3n2)cc1	-5	-13	0.9	99	1.4	/	104	2	10	-15
NS(=O)(=O)c1ccc(CCNC(=O)CCCC2=NS(=O)(=O)c3ccccc3N2)cc1	6	6	0.9	96	0.0	1	95	9	8	7
Nc1nnc(SCC(=O)N2CCN(Cc3ccccc3)CC2)s1	11	-9	1	96	-0.5	6	83	6	0	3
COc1ccc(CC(=O)N2CCOCC2)cc1	-5	0	1.2	106	0.0	9	106	-4	-17	10
Fc1ccc(-c2nn3c(C4COc5ccccc5O4)nnc3s2)cc1 (configuration not stated)	5	4	0.9	111	-0.2	-2	95	-8	10	-3
Cc1ccc(N/N=C/c2c(O)cc(C)oc2=O)cc1	9	12	0.8	99	-0.3	-11	92	2	20	3
Cc1ccc(C(=O)N/C(=C\c2cccnc2)c2nc3ccccc3[nH]2)cc1	-2	12	0.9	98	-0.4	-2	102	5	13	-6
O=C(NC1=NCCS1)C1CC2CCC1C2 (configuration not stated)	-4	4	1.1	93	-0.3	-1	103	13	-10	6
Cc1ncc([N+](=O)[O-])n1CC(=O)NC1CCCCC1	-4	-7	0.9	106	-0.1	-8	103	-4	10	-4
Cc1ccc(S(=O)(=O)N2CCOCC2)cc1NC(=O)COC(=O)CSc1ccc(Br)cc1C	-3	6	0.8	96	-0.5	2	102	12	22	-4
CC1CCCN(C(=O)CSCC(=O)Nc2nc(-c3cccs3)cs2)C1 (configuration not stated)	5	-2	0.8	112	-0.3	-8	96	-5	16	-2
O=C(CNS(=O)(=O)c1ccccc1)N/N=C\c1ccc(Cl)cc1	-2	10	1	106	-0.1	4	102	-12	4	9
CCOC(=O)C1=C(Cn2cnc3ccccc32)NC(=O)NC1c1cc(C)ccc1C (configuration not stated)	17	-9	0.9	108	-0.3	8	84	-6	15	3
Cc1cccc(CSc2nc3c(c(-c4cccs4)c2C#N)CN(C)CC3)c1	5	9	0.4	107	-0.1	-16	96	-7	58*	0
CCOC(=O)c1c(NC(=O)CC2Nc3ccccc3NC2=O)sc(C)c1C (configuration not stated)	-2	7	0.9	99	-0.2	3	102	-1	8	-7
Cn1c(SCC(=O)c2ccc3c(c2)OCO3)nnc1C1COc2ccccc2O1 (configuration not stated)	12	4	0.8	96	0.0	0	89	8	19	-34
c1ccc(N2CCN(c3ccccc3)C2c2cccnc2)cc1	-1	-11	0.9	87	-0.2	-10	104	17	8	4
OCCCNCc1cccc2ccccc12	-1	-7	0.9	107	-0.1	6	101	-4	5	17
CC(=O)N1N=C(c2cccs2)CC1c1ccco1 (configuration not stated)	6	-9	1	100	0.2	-9	95	9	2	10
CCC1Sc2ccccc2N(CC(=O)NCCC(C)C)C1=O (configuration not stated)	-5	-5	1.1	100	-0.6	1	104	3	-11	8
CCn1c2c(c3cc(OCC(C)C)ccc31)CCCC2=O	-6	-6	0.8	99	-0.1	-24	109	5	17	9
CCOc1cc(/C=N/NC(=O)c2cccs2)ccc1OC(=O)N1CCOCC1	-14	-13	0.9	94	-0.2	-5	112	4	14	-1
Cn1c(=O)oc2cc(S(=O)(=O)NCCC(=O)N3CCc4ccccc43)ccc21	-2	-3	0.8	140*	-0.3	9	101	-47	18	-2
Cc1cc(Br)c(OCc2ccc(C(=O)N/N=C3\CC(=O)CC(C)(C)C3)cc2)c(Br)c1	1	-15	1	96	-0.4	-2	99	8	4	9
CCN1CCN(c2nn3c(=O)c4ccccc4nc3c3ccccc23)CC1	-3	-11	1	100	-0.3	-3	103	11	2	15
CCOc1ccc(-c2nnc(-c3cccs3)o2)cc1	31	-2	1	39	-0.3	-133	72	79*	2	8
COc1ccc(NC(=O)N2CCCC(CNS(=O)(=O)c3cccs3)C2)c(C)c1 (configuration not stated)	1	4	0.9	100	0.0	-1	97	7	11	19
Cc1cc(NC(=O)CCC(=O)N(CC(=O)NC2CCCC2)c2cccc(C)c2C)no1	1	1	/	104	-0.3	7	99	-1	/	/
COCCSc1ccccc1C(=O)Nc1cc(C)ccn1	1	-19	0.8	101	0.1	-7	99	-4	16	14
CC1(C)CC(=O)c2sc(NC(=O)Cc3cccs3)nc2C1	-6	0	0.9	93	0.4	-10	110	11	5	5
Cc1ccc(OC(=S)Nc2ccc(O)cc2)cc1	-5	-2	1	109	-0.2	19	99	-8	-2	1
COc1cccc2cc(C(=O)N(C)C3CCN(C)CC3)c(=O)oc12	-9	-4	0.9	108	-0.3	2	108	-1	7	1
CCCN1C2=NCCN2c2cc(C)c(C)cc21	-2	6	0.9	101	-0.2	1	102	4	8	-3
O=C(Nc1ccccc1)Nc1ccncc1	2	-1	1	93	-0.3	-9	98	13	2	3
NC(=O)C1CCN(c2ncc(C(F)(F)F)cc2Cl)CC1	-2	9	1	106	-0.2	-23	101	-3	-1	3

Compound activity (PubChem BioAssay)
